Screening data as filed in PubChem.
Luciferase inh: blocks purified firefly luciferase enzyme activity | P08659 | purified P. pyralis luciferase, luminescence, biochemical | Potency, µM (series often up to 115 µM), for inactives: at the highest dose activity change, negative = inhibition, hits mostly inhibitors | actives 2.5% (n = 76,000) | AID 1347043; further: potency means the concentration at half of the fitted maximal effect; nearly all actives have a fitted effect of over 65% in size
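Luminescence read by CCD imaging after purified firefly luciferase (10nM final) was added to substrate buffer holding 10uM D-luciferin and 10uM ATP, pH 7.5, pre-dosed with compound.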
GPT2 inh: GPT2 alanine aminotransferase inhibition | Q8TD30 | Recombinant GPT2, coupled pyruvate oxidase/HRP Amplex Red fluorescence | Potency, µM (doses to about 57.7 µM), for the others: top-dose activity change, negative = inhibition, actives largely listed as inhibitors | actives 0.25% (n = 100,000) | AID 1671188; further: potency means the concentration at half of the fitted maximal effect; nearly all actives have a fitted effect of over 60% in size; many of its hits are not listed in these tables
Target sequence (Q8TD30 whole entry, looked up): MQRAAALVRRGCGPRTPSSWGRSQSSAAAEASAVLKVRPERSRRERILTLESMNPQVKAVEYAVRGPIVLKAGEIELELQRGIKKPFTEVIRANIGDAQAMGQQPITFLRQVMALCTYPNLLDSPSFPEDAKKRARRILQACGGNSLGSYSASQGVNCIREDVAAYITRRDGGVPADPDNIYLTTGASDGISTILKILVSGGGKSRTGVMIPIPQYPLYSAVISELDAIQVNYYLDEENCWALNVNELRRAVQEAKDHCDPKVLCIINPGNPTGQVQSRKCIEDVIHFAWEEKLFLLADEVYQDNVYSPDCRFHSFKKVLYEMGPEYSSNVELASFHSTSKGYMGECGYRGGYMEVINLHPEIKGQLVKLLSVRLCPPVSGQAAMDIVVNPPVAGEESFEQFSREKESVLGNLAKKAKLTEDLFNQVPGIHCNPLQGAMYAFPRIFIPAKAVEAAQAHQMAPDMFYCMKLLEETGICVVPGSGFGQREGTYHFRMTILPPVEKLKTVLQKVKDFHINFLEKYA
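Fluorescence read-out: pyruvate from GPT2 turnover coupled to pyruvate oxidase, HRP and Amplex Red (0.2mM ThPP, 0.2U/mL PO and HRP, 50uM Amplex final). Substrates 250uM a-KG, 2mM L-alanine; enzyme 10ng/uL; 30 min RT.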
IP6K1 inhibitor: inhibitors of human IP6K1; Q92551; IP6K1 kinase, ADP-Glo luminescence, 2 h; hits give low values; activity change, % (series mostly up to about 58 µM); actives 0.81% (n = 140,000); in the data active means activity change below about -25%
Target sequence (Q92551 whole entry, looked up): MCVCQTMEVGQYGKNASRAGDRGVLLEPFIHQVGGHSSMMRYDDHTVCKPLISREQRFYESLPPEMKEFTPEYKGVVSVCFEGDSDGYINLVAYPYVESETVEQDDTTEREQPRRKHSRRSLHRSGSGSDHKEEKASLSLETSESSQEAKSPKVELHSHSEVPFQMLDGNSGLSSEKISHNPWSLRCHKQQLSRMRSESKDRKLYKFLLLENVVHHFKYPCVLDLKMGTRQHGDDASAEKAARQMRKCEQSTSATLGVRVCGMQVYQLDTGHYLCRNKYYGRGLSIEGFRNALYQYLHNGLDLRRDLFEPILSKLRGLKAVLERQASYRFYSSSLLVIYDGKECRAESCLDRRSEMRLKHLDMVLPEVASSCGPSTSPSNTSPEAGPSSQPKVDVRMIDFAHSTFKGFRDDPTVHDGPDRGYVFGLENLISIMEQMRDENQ
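ADP-Glo luminescence measures ADP made by human IP6K1 during a 2 h RT reaction with ATP/IP6 (mix at 1.3 mM/130 uM); top library doses 57.5 and 19.1 uM final.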
HEK293 tox: kills HEK 293 cells; HEK 293 viability, ATP luminescence (CellTiter-Glo), 48-72 h; Potency, µM (top dose mostly 115 µM), for inactives: top-dose activity change, negative = cytotoxicity, usual class: inhibitors; actives 6.6% (n = 94,000); AID 1345083; further: potency means the concentration at half of the fitted maximal effect; nearly all actives have a fitted effect of over 60% in size
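250 HEK 293 cells/well; compound by pintool; incubated 48 or 72 hr at 37 degree Celsius; CellTiter-Glo added, 10 min RT, luminescence imaged.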
SNCA viab count: counter-screen for SNCA expression inhibitors: cell viability. Potency, µM (highest dose often 57.1 µM), without a hit: top-dose activity change, negative = cytotoxicity, most hits filed as cytotoxic. actives 0.12% (n = 150,000). HEK-293-SNCA-luc viability, GF-AFC fluorescence, 24 h;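 further: potency means the concentration at half of the fitted maximal effect; 0% = DMSO-treated cells and -100% = medium-only wells without cells; nearly all actives have a fitted effect of over 30% in size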
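Cytotoxicity counterscreen: after 24 h compound treatment of genome-edited SNCA-luciferase HEK-293 cells, live-cell protease substrate GF-AFC read by fluorescence after 30 min; activity scaled between DMSO (0%) and medium-only (-100%), curves Hill-fitted.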
SNCA expr inh: reduces expression of the alpha-synuclein gene; AID 1671194; HEK-293 SNCA-luciferase knock-in, luminescence, 24 h; Potency, µM (doses to about 57.2 µM), for inactives: top-dose activity change, negative = inhibition, hits mostly inhibitors; actives 0.17% (n = 140,000);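 further: potency means the concentration at half of the fitted maximal effect; plate controls were DMSO cells for no effect and cell-free wells for full effect; nearly all actives have a fitted effect of over 45% in size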
3T3 cytotox: cytotoxic compounds in NIH 3T3 cells; NIH 3T3 viability, CellTiter-Glo ATP luminescence, 48-72 h; Potency, µM (series often up to 96.7 µM), for inactives: at the highest dose activity change, negative = cytotoxicity, actives largely listed as inhibitors; actives 4.3% (n = 94,000); AID 1345082; further: potency means the concentration at half of the fitted maximal effect; nearly all actives have a fitted effect of over 55% in size
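ATP-dependent luminescence (CellTiter-Glo) served as the viability signal for NIH 3T3 cells treated with compound for 48 or 72 hr at 37 °C.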
* marks the source's active call; other numbers are inactive results; i = inactive; ? = inconclusive; nt = not tested or not shown; & = joins results of further samples; [ ] = remark or other dose. Unless noted, the call rests on the fitted dose curve; in most records, active means well fitted curve in the direction sought with a large enough effect; inconclusive means small, poorly fitted or top-dose-only effect, or another doubt; inactive means no such curve, though single readings can be large; an effect the other way counts as inactive or inconclusive. Unless noted, on the % scale 0 is the no-effect control and ±100 the full control effect.

Every second line gives: SNCA viab count | GPT2 inh | HEK293 tox | 3T3 cytotox | IP6K1 inhibitor | Luciferase inh | SNCA expr inh
CC(C)N1C[C@H](O)C[C@H]1c1nnc2n1CCN(C(=O)c1ccsc1)C2
  0%[12.5 µM] | -8% | i | 1% | 0 | 0% | 25µM*
CN(Cc1ccccc1)[C@H]1C[C@H]2CCOC[C@@]2(c2ccccc2)C1
  nt | nt | ? | ? | 6 | nt | nt
COc1cccc(C2=NN(C(C)=O)C(c3cn(-c4ccccc4)nc3-c3cccs3)C2)c1 (stereo not given)
  1% | nt | nt | nt | 15 | nt | -7%
Cc1nn(-c2ccccc2)c2c1C(C(C)C)N(C1CCCN(C(=O)c3ccc(F)cc3)C1)C2=O (stereo not given)
  nt | nt | 28µM* | ? | 4 | nt | nt
O=C(NC1CC1)[C@@H]1CN(Cc2cc(F)c(F)cc2F)C[C@H]1CO
  ? | -4% | -22% | -14% | 2 | -11% | 20%
COc1cc(NC(=O)Cn2c(C)cc(C)c(C#N)c2=O)cc(OC)c1
  -7% | nt | nt | nt | -8 | nt | -12%
CC(C)CNC(=O)N1C[C@@H]2CCCN3CCC[C@@H]([C@H]23)[C@H]1CCCC(=O)NCC1CC1
  -2% | i | 1% | i | 0 | -3% | 1%
Cc1ccc(-c2ccc3nnc(CNC(=O)c4ccc(Cl)s4)n3n2)cc1
  -9% | i | i | 3% | 5 | -5% | 41%[activator]
CNC(=O)c1cc[nH]c1C1CCCN(C(=O)c2cscn2)C1 (stereo not given)
  3%[12.5 µM] | -4% | i | i | 1 | 6% | 45%[activator]
COC[C@@H]1CN(C(=O)COc2ccc(F)cc2)C[C@H]1c1ccccn1
  2% | 3% | -1% | -19% | 0 | -3% | 2%
CCCCn1c(=O)c(C(=O)N2CCN(C(=O)c3ccccc3Cl)CC2)nc2cccnc21
  -5% | i | -15% | -37% | 15 | nt | 8%
CCOCCOC1CCN(S(=O)(=O)Cc2ccccc2F)CC1
  1%[12.5 µM] | 1% | -21% | -12% | 35 | 9% | -3%
Cn1nc(C2CCN(C(=O)c3ccc4ncccc4c3)CC2)c2c1CCOC2
  3% | i | -3% | -21% | 7 | -7% | -11%
CCn1ccc(C(=O)N2CCC(N3C[C@H](O)C[C@H]3C(=O)NCc3cccc(OC)c3)CC2)n1
  4% | i | -16% | -6% | 20 | 1% | ?
O=[N+]([O-])c1cc(-c2nc(-c3ccccc3)no2)ccc1N1CCCCC1
  7% | nt | nt | nt | 8 | nt | 10µM*
CC(=O)NCC(=O)N1CCC(Oc2ccccc2-c2nc(C3CC3)no2)C1 (stereo not given)
  -3% | -2% | 0% | -11% | -15 | 8% | -9%
CN[C@@H]1[C@@H](O)[C@@H](O[C@@H]2[C@@H](O)[C@H](O[C@H]3O[C@H](CN)[C@@H](O)[C@H](O)[C@@H]3O)[C@@H](N)C[C@@H]2NC(=O)[C@@H](O)CN)OC[C@]1(C)O
  -11% | 2% | nt | nt | nt | nt | 1%
CCn1c(CC2CCN(Cc3cccc(C(=O)OC)n3)CC2)n[nH]c1=O
  12% | 1% | -22% | 0% | 18 | 1% | 9%
Cc1cc(NC(=O)C2CCN(C(=O)c3ncn4c3COC(c3ccc(F)cc3)C4)CC2)ccc1Cl (stereo not given)
  -17% | 2% | -21% | ? | 0 | 40µM* | -6%
Cn1ccc2c(C(=O)N3CCCC(c4ccc(C(=O)O)cc4)C3)cccc21 (stereo not given)
  1% | i[11.5 µM] | -1% | -15% | -5 | 8% | 3%
COc1ccc(NC(=O)c2ccco2)cc1NC(=O)c1cc(OC)c(OC)c(OC)c1
  -14% | nt | nt | nt | -10 | nt | 28%
CC(C)N1C[C@H](O)C[C@H]1c1nnc2n1CCN(C(=O)CC1CCCC1)CC2
  2% | 0% | 4% | i | -5 | 2% | -12%
COc1cc(CCC(=O)NC2CCc3nnc(C4CC4)n3CC2)on1 (stereo not given)
  -6% | -12% | -1% | 5% | -10 | 2% | ?
CC(C)C1=NOC2(CCN(Cc3c[nH]c4ccccc34)CC2)C1
  -8% | -2% | -1% | -2% | -1 | nt | -13%
COC(=O)c1c(C)[nH]c(C)c1C(=O)c1ccccc1Cc1ccccc1
  -1% | 1% | nt | nt | nt | nt | -8%
O=C(O)C[C@@H]1CCN(C(=O)C(=O)O)C[C@@H]1CC1=NCCc2ccccc21
  10%[87.6 µM] | i | i | i | 9 | -3%[172 µM] | -23%[87.6 µM]
Cc1cc2nc3n(c(=O)c2n1CC(=O)N1CCCc2ccccc21)CCCCC3
  ? | i | ? | -10% | 0 | 15% | 12%
O=C(O)c1cccc2c1CCN2S(=O)(=O)c1ccccc1
  6% | i | 1% | ? | 2 | -16% | 33%[activator]
Cc1cccc(OCC(=O)N2CCC(Cc3nc(-c4cnccn4)no3)CC2)c1
  -5% | -9% | -23% | ? | -7 | -3% | -9%
CCCN(CCC)CCNC(=O)C1CCN(c2nc3ccc(CC)cc3s2)CC1
  1% | nt | nt | nt | -9 | nt | -3%
Cc1noc(-c2ccccc2Cl)c1C(=O)NCc1cc(F)cc(F)c1
  7% | i | ? | ? | 0 | 10% | -21%
COc1ccc(OC)c(CCNC(=O)c2cc3c(=O)oc4ccc(C)cc4c3s2)c1
  -3% | nt | nt | nt | 8 | nt | 10%
CNC(=O)[C@@H](c1ccccc1OC)N1CCC[C@H]1C(=O)N1CC[C@@H](O)C1
  -10%[87.6 µM] | -17%[88.5 µM] | i | 4%[174 µM] | 1 | 3%[172 µM] | 12%[87.6 µM]
Cc1noc(C)c1S(=O)(=O)N1CCC2(C1)C(=O)N(c1ccccc1)c1ccccc12 (stereo not given)
  0% | -5% | ? | -17% | -2 | nt | 5%
CCN(Cc1ccncc1)C(=O)CCC[C@@H]1[C@H]2CCCN3CCC[C@@H](CN1C(C)=O)[C@@H]23
  -10% | -7% | 18% | ? | -6 | 12% | 24%
COc1ccc2oc(-c3ccc(C)c(NC(=O)c4ccc(-c5ccccc5[N+](=O)[O-])o4)c3)nc2c1
  -28% | nt | nt | nt | 17 | nt | 105%[activator]
Cc1ccc([S+](=O)([O-])N2CCN(C(=O)c3cccc(-c4ccccn4)c3)CC2)cc1
  4%[12.5 µM] | -7% | ? | ? | -10 | nt | ?
O=C(c1ccccc1)N1CCCC2(C1)C(=NC1CCCC1)NC(=O)N2c1cc(F)cc(F)c1 (stereo not given)
  0%&5% | i | -10% | -30%&-16% | 8&-6 | -1% | ?
CCc1sc(Nc2cccc(C)c2C)nc1-c1cc2cccc(OC)c2oc1=O
  7% | nt | nt | nt | -4 | nt | -24%
Cn1ncc2c(C(=O)NCc3ccccc3)cc(-c3ccc(C(F)(F)F)cc3)nc21
  nt | nt | 79µM* | ? | -15 | nt | nt
Cc1noc(C)c1[S+](=O)([O-])N1CCC(c2nn(C)c(=O)[nH]2)CC1
  14% | 2% | -16% | -11% | 10 | 1% | 7%
CCOc1ccccc1C1NC(=O)N(CC(=O)Nc2ccc(C)cc2C)C2=C1C(=O)OC2 (stereo not given)
  -9% | -9% | -12% | -6% | 7 | 0% | -15%
COc1ccc(C(=O)NCC2Cn3cccc3C(=O)N2Cc2ccccc2)cc1 (stereo not given)
  -21% | i | -30% | ? | 15 | -2% | 23%
CCOc1ccc(C(=O)NCCS(=O)(=O)N2CCN(c3ccccc3F)CC2)cc1OCC
  2% | nt | nt | nt | 31 | nt | -3%
Cn1nc(C(=O)NC2CCN(c3cc(-c4ccccc4)[nH]n3)CC2)c2ccccc21
  28% | i | ? | ? | 16 | -16% | 78%[activator]
Cc1nnc(N2CCC(C(=O)NCCc3ccccc3Cl)CC2)c2nn(-c3ccccc3)c(C)c12
  ? | nt | nt | nt | 11 | nt | -2%
COc1ccc(C)cc1NC(=O)Cn1ccn2nc3c(c2c1=O)CCCC3
  -6% | i | -9% | i | 17 | -1% | 16%
CCNC(=O)O[C@@H]1CO[C@H]2[C@@H]1OC[C@@H]2NC(=O)c1cccc(C(=O)OC)c1
  -4%[87.6 µM] | ? | -5%[172 µM] | 1%[174 µM] | 5 | 1%[172 µM] | -1%[87.6 µM]
COc1cc(OC)cc(OCc2nnc(C(=O)N3CCC[C@@H]3C)n2-c2ccccc2)c1
  2%[87.6 µM] | 1%[88.5 µM] | ? | -24%[138 µM] | -22 | 1%[172 µM] | 12%[87.6 µM]
CCn1c(=O)c2sccc2n2c(CCCC(=O)N3CCN(c4ccc(OC)cc4)CC3)nnc12
  5% | nt | nt | nt | 37 | nt | ?
COCCNC(=O)C1CCN(C(=O)C2CN(c3ccc(OC)cc3)C(=O)N2)C1 (stereo not given)
  12% | i | -5% | -5% | -4 | -4% | 30%
NC(=O)c1ccc2[nH]c(CN3CCC(Oc4ncccn4)CC3)cc(=O)c2c1
  7% | i | -2% | -12% | 11 | -11% | ?
CCCOc1ccc(CN2C(=O)C3(CCOCC3)CC2c2nnnn2CCOC)cc1 (stereo not given)
  -3% | 3% | -14% | -18% | 10 | -9% | -3%
CC(=O)NCCC(=O)N1Cc2ccccc2CC2(CCCN(CC3CCNCC3)C2)C1 (stereo not given)
  0% | i | 0% | 3% | 1 | nt | -27%
O=c1ccc(CN2CCN(c3ccccc3F)CC2)cn1CC1CC1
  -6% | 3% | ? | ? | -1 | 4% | -3%
Cc1ccccc1Cn1c2ccccc2c2cnn(CC(=O)NC3CCC(C)CC3)c(=O)c21 (stereo not given)
  -3% | nt | nt | nt | -6 | nt | -1%
Cn1c(C(=O)NCc2ccccc2Cl)cc2sc(Cl)cc21
  -3% | nt | nt | nt | 28 | nt | 136%[activator]
O=C(c1ccc(F)cc1)N1CCn2c(nnc2C2CC2)C1
  5%[87.6 µM] | -7%[88.5 µM] | -1%[172 µM] | -22%[138 µM] | 0 | -12%[172 µM] | -20%[87.6 µM]
COC1C(=O)N(c2cccc(F)c2)C12CCN(C(=O)NCc1ccc(C)cc1)CC2 (stereo not given)
  -2% | ? | ? | -25% | 1 | -16% | 55%[activator]
O=C1CCN(Cc2ccncc2)CCCC(C(=O)NCC2CC2)CCN1 (stereo not given)
  3% | i | i | -7% | 0 | -7% | 2%
COc1ccccc1N1CCN(S(=O)(=O)c2ccc3c(c2)oc(=O)n3C)CC1
  19% | nt | nt | nt | -11 | nt | -23%
O=C(Cn1cc(SCc2ccc(C(F)(F)F)cc2)c2ccccc21)N1CCCCC1
  -16% | nt | nt | nt | 7 | nt | 29%
CN1C(=O)CCC2(CNC(=O)CCc3nc(-c4ccccc4)no3)CCC=C12 (stereo not given)
  2% | -9% | -1% | i | 1 | 0% | ?

2 entries picked at random from those above:
Every second line gives: SNCA viab count | GPT2 inh | HEK293 tox | 3T3 cytotox | IP6K1 inhibitor | Luciferase inh | SNCA expr inh
Cc1nnc(N2CCC(C(=O)NCCc3ccccc3Cl)CC2)c2nn(-c3ccccc3)c(C)c12
  ? | nt | nt | nt | 11 | nt | -2%
NC(=O)c1ccc2[nH]c(CN3CCC(Oc4ncccn4)CC3)cc(=O)c2c1
  7% | i | -2% | -12% | 11 | -11% | ?

An excerpt; the hit share may differ from the screen's.
